Screening data from PubChem.
SENP8 block-1: inhibitors of human SENP8 protease; purified SENP8, Z-RLRGG-aminoluciferin cleavage, luminescence; inhibition, % at 10 µM; 1.2% of 330,000 active; AID 2540; in the data active means inhibition above about 50%
Target sequence (Q96LD8 whole entry, looked up): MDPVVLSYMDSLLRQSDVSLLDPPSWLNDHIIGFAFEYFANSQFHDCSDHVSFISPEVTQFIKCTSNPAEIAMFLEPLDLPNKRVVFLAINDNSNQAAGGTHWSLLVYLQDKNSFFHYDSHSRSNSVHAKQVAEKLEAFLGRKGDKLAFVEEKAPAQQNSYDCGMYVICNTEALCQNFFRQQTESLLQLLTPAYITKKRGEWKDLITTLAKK
SENP7 block: inhibitors of human SENP7 protease; Q9BQF6; recombinant SENP7, Z-RLRGG-aminoluciferin luminescence, 40 min; inhibition, % at 5 µM; 1.5% of 330,000 active; AID 434973;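 active means inhibition above about 50% at the single test dose, limit read from the data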;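 further: plate controls were DMSO with enzyme for no effect and no enzyme buffer wells for full effect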
PfGluPho inh: PfG6PD (Plasmodium falciparum) enzyme inhibition; PfGluPho enzyme, NADPH resazurin-diaphorase fluorescence; inhibition, % at 20 µM; 0.78% of 350,000 active; AID 504690;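 active means inhibition reaching at least a set limit at 20 µM in the primary screen, cut at about 59% in these data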;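 further: 0% = DMSO wells with substrate and 100% = DMSO wells lacking glucose-6-phosphate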
SENP1 inh: inhibitors of human SENP1 SUMO protease catalytic domain. Q9P0U3. recombinant SENP1 catalytic domain, CyPet-SUMO1-YPet FRET cleavage. inhibition, % at 10 µM. 0.21% of 360,000 active;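 active means inhibition at least 30% at 10 µM, raw YFP signal under a set limit, fluorescence ratio 0.5 to 1.5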;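 further: 0% = enzyme with DMSO and 100% = no enzyme wells; some results filed as inactive read as strong as hits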
Target sequence (Q9P0U3 419-644 limits assumed): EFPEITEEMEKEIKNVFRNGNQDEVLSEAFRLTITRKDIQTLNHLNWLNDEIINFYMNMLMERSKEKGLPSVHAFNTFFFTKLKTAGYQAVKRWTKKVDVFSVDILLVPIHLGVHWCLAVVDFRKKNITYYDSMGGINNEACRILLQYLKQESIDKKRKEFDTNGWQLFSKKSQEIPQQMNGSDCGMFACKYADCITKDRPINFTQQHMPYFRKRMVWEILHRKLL
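Test system: human SENP1 catalytic domain; medium: Tris pH 8 buffer plus EDTA, NaCl, BME, BSA, NP40, catalase; incubation: 50 min reaction at room temperature; technique: FRET, CFP and YFP emission; controls: no-enzyme low control and enzyme-plus-DMSO high control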
Apaf1 inhib: blocks human Apaf-1 apoptosome activity; O14727; reconstituted apoptosome caspase-3 activity, DEVD-Rh110 fluorescence; inhibition, % at 20 µM; 0.71% of 330,000 active; active means inhibition of at least 40% at 20 µM;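 further: plate controls were DMSO wells for no effect and DEVD-CHO caspase inhibitor wells for full effect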
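detection = Rh110 fluorescence intensity | test system = biochemical Apaf-1 apoptosome reconstitution | also added = cytochrome c and DEVD-Rh110 substrate | schedule = 30 min plus 50 min, RT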
NALP3 yeast inh: blocks the NALP3 inflammasome reconstituted in yeast; 0.39% of 330,000 active; inhibition, % at 10 µM; Yeast reconstituted NLRP3/ASC/caspase-1, beta-gal luminescence, 24 h;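 active means inhibition of 50% or more; inactive means inhibition below 50%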;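 further: plate controls were induced DMSO wells for no effect and uninduced yeast grown without galactose for full effect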
SENP6 inh: blocks the human protease SENP6 | Q9GZR1 | Recombinant SENP6 catalytic domain, aminoluciferin luminescence | inhibition, % at 10 µM | 1.8% of 330,000 active | AID 2599;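 active means inhibition above about 50% at the single tested dose, limit read from the data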;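 further: plate controls were DMSO wells with enzyme for no effect and DMSO wells lacking enzyme for full effect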
Target sequence (Q9GZR1 628-1112 limits assumed): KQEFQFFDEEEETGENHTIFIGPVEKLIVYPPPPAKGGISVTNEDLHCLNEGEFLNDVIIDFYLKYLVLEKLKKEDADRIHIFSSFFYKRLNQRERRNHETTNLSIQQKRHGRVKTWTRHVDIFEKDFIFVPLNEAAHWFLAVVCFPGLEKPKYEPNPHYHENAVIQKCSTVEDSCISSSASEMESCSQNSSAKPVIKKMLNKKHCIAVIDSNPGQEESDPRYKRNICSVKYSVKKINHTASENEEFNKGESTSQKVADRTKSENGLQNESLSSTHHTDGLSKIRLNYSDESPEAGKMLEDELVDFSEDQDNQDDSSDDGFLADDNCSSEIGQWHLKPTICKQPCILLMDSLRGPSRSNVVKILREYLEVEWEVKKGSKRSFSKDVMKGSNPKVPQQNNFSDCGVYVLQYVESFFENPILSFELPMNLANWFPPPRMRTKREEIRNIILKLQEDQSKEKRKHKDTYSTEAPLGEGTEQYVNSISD
HKDC1 inh: blocks human hexokinase HKDC1 activity; 0.16% of 340,000 active; inhibition, % at 20 µM; recombinant HKDC1, G6PDH/diaphorase resazurin coupled fluorescence; AID 493160; Q2TB90;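 active means inhibition above about 35% when tested at 20 µM, limit read from the data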;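 further: plate controls were DMSO wells with enzyme for no effect and DMSO wells lacking enzyme for full effect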
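System: Recombinant HKDC1 hexokinase | Amount: HKDC1 at 5 µg/mL | Reagent: Glucose with 1 mM ATP | Doses: Single 20 µM dose | Incubation: Reaction time 90 min, room temperature, protected from light | Signal: Coupled resazurin fluorescence, excitation 525 nm, emission 613 nm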
SENP8 block-2: blocks human SENP8 cleavage of Nedd8 substrate | recombinant SENP8, Nedd8 substrate fluorescence | inhibition, % at 20 µM | 0.64% of 360,000 active | AID 602440; in the data active means inhibition mostly above about 40%, no sharp cut-off; inactive means mostly below about 27%
Starred values were filed as active, the others as inactive; i = inactive; . = no result given. Random draw from the library; any-hit rate near 4.1%.

SMILES	SENP8 block-1	SENP7 block	PfGluPho inh	SENP1 inh	Apaf1 inhib	NALP3 yeast inh	SENP6 inh	HKDC1 inh	SENP8 block-2
CCCc1cc(C(=O)NC2CCCN(Cc3ccccc3F)C2)no1 (stereo unspecified)	1	3	9	-1	5	16	9	6	6
CCOc1ccc(-n2nc(C(=O)NC3CCCCC3)c3ccccc3c2=O)cc1	-5	0	-13	2	20	1	-7	1	-232
Cc1ccccc1CCNC(=O)C1CCCN(c2cnccn2)C1 (stereo unspecified)	-6	1	-6	1	-8	8	-12	1	-414
O/N=C(\c1ccccn1)C1CC1c1ccccc1 (stereo unspecified)	-10	0	-1	1	-63	10	-2	-5	5
O=S(=O)(c1cccc2cnccc12)N1CCNCC1	2	-5	-12	1	-5	5	3	2	7
COC(=O)c1ccc(NC(=O)c2ccc(NS(=O)(=O)c3cccc4cccnc34)cc2)cc1	0	-1	-5	0	19	21	-34	5	15
O=c1c2cc(N3CCOCC3)ccc2[nH]c(=S)n1CCCN1CCN(c2ccccc2F)CC1	-2	-6	.	.	29	14	3	.	.
COc1ccc(N2CC(NS(=O)(=O)c3cccs3)CC2=O)cc1OC (stereo unspecified)	-10	8	-24	1	3	10	-14	-2	1
COc1cccc(N(C(=O)c2snc(C(N)=O)c2N)C(C(=O)NCC2CCCO2)c2ccc3ncccc3c2)c1 (stereo unspecified)	-4	2	2	-23	4	13	7	-3	-291
CC(Sc1nnnn1-c1ccc(Cl)cc1)C(=O)NCC(=O)Nc1ccc(F)c(F)c1F (stereo unspecified)	-9	4	-11	-3	-9	17	-23	-4	11
COc1ccc(-c2csc(NC(=O)CCCc3nc4ccccc4c(=O)[nH]3)n2)cc1OC	-6	7	2	1	11	24	-5	-1	6
CC(NC(=S)NCCN1CCOCC1)C12CC3CC(CC(C3)C1)C2 (stereo unspecified)	8	4	-13	1	4	20	15	-7	8
CSc1ccccc1NC(=O)c1ccc(Cl)s1	0	2	21	2	10	28	-9	-7	9
CSc1cccc(CN2CCCC(C(=O)Nc3cccc(-n4cccn4)c3)C2)c1 (stereo unspecified)	-13	-18	2	1	12	18	-18	0	3
O=C1OC(C(=O)Nc2nccs2)Cc2ccccc21 (stereo unspecified)	6	-3	-4	-1	1	15	-8	6	6
CCOc1ccc(-n2c(SCc3ccc([N+](=O)[O-])cc3)nnc2-c2ccccc2)cc1	-10	-6	11	1	35	16	-20	-2	7
COC(=O)c1noc(C)c1-c1ccnn1C(=O)c1ccc(C)cc1	-18	-5	7	4	11	8	-48	-2	2
C#CCOCCOCCOCCNc1nc(N2CCN(C(=O)CCCCCCCCCCNC(=O)[C@H](CCCCN)n3cc(C[C@@H](C)CC)nn3)CC2)nc(N2CCN(C(=O)CCCCCCCCCCNC(=O)[C@H](CCCN=C(N)N)n3cc(C[C@@H](C)CC)nn3)CC2)n1	-40	-4	52	-4	55*	11	-124	16	10
COc1ccccc1C(CNC(=O)c1ccco1)N1CCCC1 (stereo unspecified)	-4	3	-7	-5	34	8	-7	0	7
CC(=O)Nc1ccc(C(=O)CS(=O)(=O)c2ccc(C)cc2)cc1	-11	-14	-1	0	10	6	-22	-5	2
CCCN1CCN(CCCNC(=O)Cn2nc(-c3ccccc3)ccc2=O)CC1	4	5	0	0	-6	4	-37	-10	1
CCOc1cc(C2C(C#N)=C(N)OC(C)=C2C(C)=O)cc(Br)c1O (stereo unspecified)	-6	0	5	-36	-1	21	-20	-3	-15
COc1ccc(/C=C/C(=O)c2nc3ccccc3n2CC(=O)c2ccc(OC)cc2)cc1	-9	-19	17	-10	25	9	-5	7	-14
CCC(C)(C)NC(=O)CN(C(=O)c1snc(C(N)=O)c1N)c1ccc2nc(C)sc2c1	6	2	0	-4	0	1	8	-4	-316
CC(=O)Nc1ccc(S(=O)(=O)Nc2nc3ccc([N+](=O)[O-])cc3s2)cc1	1	3	-25	-74	4	12	0	-7	-16
COc1ccc(C(=O)Nc2c(N)nc(SCC(=O)NCC3CCCO3)[nH]c2=O)cc1 (stereo unspecified)	-10	-17	-17	-1	1	3	-42	1	9
Cc1cccc(Nc2nc(N)nc(CN3CCN(c4ccc(F)cc4)CC3)n2)c1	-3	0	7	-2	12	21	-2	5	20
CC(NC(=O)Cc1ccsc1)c1ccc(F)cc1 (stereo unspecified)	-2	-4	-2	1	2	-8	2	-7	14
Cc1nc2ccccc2c(=O)n1NC(=O)c1ccccc1[N+](=O)[O-]	5	5	-4	2	-1	-10	-15	-10	5
CC(C)(C)N1C(=O)[C@H]2[C@@H](c3ccc(Br)cc3)N3C(=O)N(c4cccc(Cl)c4)C(=O)[C@@]3(Cc3ccccc3)[C@H]2C1=O	-4	-3	-2	2	15	6	-5	8	23
O=C(O)CCn1cc(C(=O)O)c(-c2ccccc2)n1	2	-1	27	-1	-15	-14	-18	-6	31
O=C(c1ccco1)N1CCc2[nH]nc(-c3ccc(Cl)cc3)c2C1	-14	-12	-1	1	7	-3	-1	-3	10
OC(COc1ccc(F)cc1Cl)CN1CCC(Cc2ccccc2)CC1 (stereo unspecified)	-11	-9	-3	-3	19	47	-14	4	19
COCCNC(=O)C(OC(=O)C1=Cc2ccccc2OC1)C(C)C (stereo unspecified)	-4	-10	-19	-1	-11	13	-14	-1	-79
O=C(CCCN1C(=O)C(c2ccccc2)Oc2cccnc21)NCc1ccccc1F (stereo unspecified)	-3	1	4	0	-8	2	11	-1	-2
CCOC(=O)c1c(C)[nH]c(C)c1S(=O)(=O)NCc1ccccc1OCC	3	-4	-5	0	7	16	9	-1	8
COCCN(CCOC)C(=O)CN1C(=O)NC2(CCCc3sccc32)C1=O (stereo unspecified)	1	4	9	0	2	5	-18	-6	14
O=C(NC1CCCC1)C(c1cccs1)N(Cc1ccco1)C(=O)c1csnn1 (stereo unspecified)	5	6	5	1	5	9	-10	5	40*
O=C(Cc1ccccc1)NN1C(=O)c2ccccc2C1=O	-5	9	-2	0	-2	13	5	-7	7
Cc1ccc(NC(=O)c2nnn(-c3cccc(C(F)(F)F)c3)c2N)cc1	6	-10	-7	2	-19	10	-12	-5	11
C#CCOCCOCCOCCNc1nc(N2CCN(C(=O)[C@H](Cc3ccc(O)cc3)n3cc([C@@H](N)CC(C)C)nn3)CC2)nc(N2CCN(C(=O)[C@H](Cc3cc4ccccc4[nH]3)n3cc([C@@H](N)CC(C)C)nn3)CC2)n1	-21	19	49	.	27	16	-27	9	.
Cc1nn(C(C)c2n[nH]c(=S)n2-c2cccc(Cl)c2)c(C)c1[N+](=O)[O-] (stereo unspecified)	2	12	32	3	2	10	-4	-5	13
O=S(=O)(NCCc1csc(-c2cccnc2)n1)c1cccc(F)c1	9	-7	3	-3	-6	7	-7	-3	-3
Cc1[nH]n(-c2ccccc2)c(=O)c1C=Nc1ccc(S(=O)(=O)NC(N)=O)cc1	-1	-1	-8	3	-6	9	5	9	19
CC1(C)S[C@@H]2[C@H](NC(=O)[C@H](N)c3ccc(O)cc3)C(=O)N2[C@H]1C(=O)O	-1	11	-11	-8	-9	5	-8	-4	-86
O=C1C2C3C=CC(C3)C2C(=O)N1c1cccnc1 (stereo unspecified)	-3	-5	-12	0	-15	17	-6	-11	23
COc1ccccc1NC(=O)Cn1cnc2c(oc3nc4c(cc32)CCCC4)c1=O	-14	6	0	-10	8	2	-4	-2	-38
O=C(Cn1cnc2c(nnn2Cc2ccc(F)cc2)c1=O)NCC1CCCO1 (stereo unspecified)	2	9	-10	1	0	-4	1	-5	-4
COc1cccc(C(c2nnnn2C(C)(C)C)N2CCN(C3CCCCC3)CC2)c1OC (stereo unspecified)	.	.	-5	1	.	.	.	2	18
CCOC(=O)c1ccc(Nc2nc(-c3cccnc3)nc3ccccc23)cc1	1	-4	-8	-26	14	21	9	-10	i
Cc1csc(NC(=O)CSc2nnc(NC(=O)COc3ccccc3)s2)n1	-2	4	-8	1	2	-17	-6	-7	6
O=C(C1CCCCC1)N1CCC(c2nc3c(nnn3Cc3ccccc3Cl)c(=O)[nH]2)CC1	.	.	9	2	.	.	.	-2	22
CCOc1ccc(CNC(=O)Cn2ccc3cc(S(=O)(=O)N4CCCC4)ccc32)cc1	-7	0	5	2	0	1	3	-2	4
CCCC1(C(=O)OC)NC(c2ccco2)C2C(=O)N(c3ccc(C)cc3)C(=O)C21 (stereo unspecified)	0	13	-2	-1	5	7	-6	-2	-5
N#Cc1ccc(COC(=O)c2ccc3c(=O)[nH]c(CN4CCOCC4)nc3c2)cc1	3	-4	0	-1	8	7	-3	4	3
Cc1cccc(-n2c(C)n[nH]c2=S)c1C	-4	-4	29	1	-4	20	-8	-2	22
CCCC1(C(=O)OC)NC(c2ccc(OC)c(OC)c2)C2C(=O)N(c3cccc(C(C)=O)c3)C(=O)C21 (stereo unspecified)	2	8	5	1	-9	9	16	-3	4
COc1ccc(C(=O)NNC(=O)Cc2ccc(-c3ccccc3)cc2)cc1OC	-2	2	-5	1	6	0	-2	-3	12
CCCCNC(=O)CO/N=C(\C)c1cc2ccccc2o1	-11	10	-5	1	-11	18	-15	0	7
COc1ccc(C(CCN2CCN(c3ccccc3)CC2)c2c(OC)cc(OC)c3c(-c4ccccc4)cc(=O)oc23)cc1 (stereo unspecified)	8	6	4	2	16	17	1	13	-76

Further records:
SMILES	SENP8 block-1	SENP7 block	PfGluPho inh	SENP1 inh	Apaf1 inhib	NALP3 yeast inh	SENP6 inh	HKDC1 inh	SENP8 block-2
C#CCOCCOCCOCCNc1nc(N2CCN(C(=O)Cn3cc(CCO)nn3)CC2)nc(N2CCN(C(=O)[C@H](CCCCN)n3cc(CCCC)nn3)CC2)n1	.	.	7	1	.	.	.	-3	14
COc1cccc(CN(C(=O)c2ccccc2)C2CCS(=O)(=O)C2)c1 (stereo unspecified)	0	2	-4	2	5	4	-15	0	2
S=C(NC1CCCCC1)N1CCN(Cc2ccccc2Cl)CC1	6	3	13	0	3	35	7	2	7
O=C(COC(=O)c1ccccc1O)NC(c1ccccc1)c1ccccc1	12	-13	-3	2	-5	1	8	-8	-188

Pulled one by one from the entries so far:
SMILES	SENP8 block-1	SENP7 block	PfGluPho inh	SENP1 inh	Apaf1 inhib	NALP3 yeast inh	SENP6 inh	HKDC1 inh	SENP8 block-2
CCOc1ccc(-n2c(SCc3ccc([N+](=O)[O-])cc3)nnc2-c2ccccc2)cc1	-10	-6	11	1	35	16	-20	-2	7
C#CCOCCOCCOCCNc1nc(N2CCN(C(=O)[C@H](Cc3ccc(O)cc3)n3cc([C@@H](N)CC(C)C)nn3)CC2)nc(N2CCN(C(=O)[C@H](Cc3cc4ccccc4[nH]3)n3cc([C@@H](N)CC(C)C)nn3)CC2)n1	-21	19	49	.	27	16	-27	9	.
O=C(c1ccco1)N1CCc2[nH]nc(-c3ccc(Cl)cc3)c2C1	-14	-12	-1	1	7	-3	-1	-3	10
Cc1[nH]n(-c2ccccc2)c(=O)c1C=Nc1ccc(S(=O)(=O)NC(N)=O)cc1	-1	-1	-8	3	-6	9	5	9	19
CCOc1ccc(CNC(=O)Cn2ccc3cc(S(=O)(=O)N4CCCC4)ccc32)cc1	-7	0	5	2	0	1	3	-2	4
Cc1nn(C(C)c2n[nH]c(=S)n2-c2cccc(Cl)c2)c(C)c1[N+](=O)[O-] (stereo unspecified)	2	12	32	3	2	10	-4	-5	13
COc1ccc(C(=O)NNC(=O)Cc2ccc(-c3ccccc3)cc2)cc1OC	-2	2	-5	1	6	0	-2	-3	12
